MCF10A rereplic: A quantitative high throughput screen for small molecules that induce DNA re-replication in MCF 10a normal breast cells; MCF 10A DNA re-replication, Hoechst nuclear intensity, 48 h; 350,000 tested, 2.9% active; Potency, µM (titrated, usually from 46.1 µM), for the others: top-dose activity, positive = re-replication, hits mostly activators; also: potency is read from the fitted curve at half-maximal effect; % of control where 0% means no effect; nearly all actives have a fitted effect of over 50% in size
KB-V1 cytotox: qHTS assay for MDR1-selective chemotherapeutics: Primary screen using the drug-selected MDR subline cells KB-V1; KB-V1 MDR cells viability, CellTiter-Glo, 72 h; Potency, µM (titrated, usually from 46.1 µM), for inactives: at the top dose activity change, negative = cytotoxicity, usual class: cytotoxic; 400,000 tested, 3.4% active; also: potency is read from the fitted curve at half-maximal effect; % is scaled to controls: 0 for no effect and ±100 for the full control effect; nearly all actives have a fitted effect of over 60% in size
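Luminescent ATP read-out (CellTiter-Glo, 10 min) measures survival of drug-selected KB-V1 MDR cells after 72 h, 37 degrees C compound exposure. Medium: phenol-red-free DMEM, 10% FBS. Values from fitted concentration-response curves.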
WRN inhibitor: qHTS for Inhibitors of WRN Helicase | Bifunctional 3'-5' exonuclease/ATP-dependent helicase WRN (Homo sapiens), Q14191 | WRN helicase unwinding, fluorescent forked duplex, kinetic | Potency, µM (series often up to 114 µM), for the others: at the top dose activity change, negative = inhibition, most hits filed as inhibitors | 360,000 tested, 0.46% active | AID 651768, 2012; also: potency is read from the fitted curve at half-maximal effect; % is scaled to controls: 0 for no effect and ±100 for the full control effect; nearly all actives have a fitted effect of over 55% in size
Target sequence (Q14191 whole entry, looked up): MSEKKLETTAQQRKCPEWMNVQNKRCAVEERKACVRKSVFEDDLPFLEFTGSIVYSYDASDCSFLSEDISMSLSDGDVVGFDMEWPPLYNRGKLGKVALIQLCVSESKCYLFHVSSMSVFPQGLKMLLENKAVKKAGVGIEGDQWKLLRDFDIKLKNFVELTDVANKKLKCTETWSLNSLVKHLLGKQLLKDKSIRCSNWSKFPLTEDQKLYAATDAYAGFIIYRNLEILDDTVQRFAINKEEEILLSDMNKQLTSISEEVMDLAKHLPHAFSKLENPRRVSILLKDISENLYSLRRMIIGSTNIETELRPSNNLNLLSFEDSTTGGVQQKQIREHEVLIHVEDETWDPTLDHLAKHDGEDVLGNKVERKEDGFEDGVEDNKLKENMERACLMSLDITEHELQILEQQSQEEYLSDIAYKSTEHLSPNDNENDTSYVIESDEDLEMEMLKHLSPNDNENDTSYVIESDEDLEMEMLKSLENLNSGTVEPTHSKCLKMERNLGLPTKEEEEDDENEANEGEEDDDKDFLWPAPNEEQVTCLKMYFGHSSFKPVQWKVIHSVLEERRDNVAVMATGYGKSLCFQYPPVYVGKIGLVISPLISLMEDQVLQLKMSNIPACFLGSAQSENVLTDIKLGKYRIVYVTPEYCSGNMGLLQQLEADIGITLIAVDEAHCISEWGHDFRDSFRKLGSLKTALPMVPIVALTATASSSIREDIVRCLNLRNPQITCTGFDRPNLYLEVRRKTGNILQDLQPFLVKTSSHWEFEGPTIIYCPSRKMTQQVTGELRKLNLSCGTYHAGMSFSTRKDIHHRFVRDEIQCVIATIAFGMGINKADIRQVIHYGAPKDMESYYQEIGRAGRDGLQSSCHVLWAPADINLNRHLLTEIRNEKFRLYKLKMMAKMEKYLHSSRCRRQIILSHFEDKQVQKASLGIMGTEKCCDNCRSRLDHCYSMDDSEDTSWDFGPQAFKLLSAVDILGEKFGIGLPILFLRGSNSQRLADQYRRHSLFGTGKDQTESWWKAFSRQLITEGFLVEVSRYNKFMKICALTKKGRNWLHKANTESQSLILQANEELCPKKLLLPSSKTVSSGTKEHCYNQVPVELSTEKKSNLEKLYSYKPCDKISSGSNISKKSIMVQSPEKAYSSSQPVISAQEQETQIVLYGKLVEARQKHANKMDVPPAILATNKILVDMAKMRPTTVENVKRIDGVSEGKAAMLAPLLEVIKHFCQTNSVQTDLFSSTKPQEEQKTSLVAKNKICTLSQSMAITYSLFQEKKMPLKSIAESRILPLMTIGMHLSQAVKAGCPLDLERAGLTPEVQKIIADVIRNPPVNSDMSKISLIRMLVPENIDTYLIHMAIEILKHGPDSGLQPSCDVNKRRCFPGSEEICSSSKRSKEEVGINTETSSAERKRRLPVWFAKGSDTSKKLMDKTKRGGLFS
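Primary qHTS, 1536-well format. 20 nM WRN + compound, 15 min RT; start with 100 nM forked fluorophore/quencher duplex, 2 mM ATP (final); kinetic read ex 525/em 598 nm.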
HT1080NT lethal: qHTS for induction of synthetic lethality in tumor cells producing 2HG: qHTS for the HT-1080-NT fibrosarcoma cell line; HT-1080-NT fibrosarcoma viability, CellTiter-Glo ATP luminescence, 48 h; Potency, µM (highest dose often 46.1 µM), without a hit: at the top dose activity, negative = less viability, actives largely listed as cytotoxic; 360,000 tested, 1.6% active;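 also: NT is the 2HG producing partner of a matched IDH1 knockdown line; potency is read from the fitted curve at half-maximal effect; 0% = DMSO-treated cells and -100% = media-only wells without cells; nearly all actives have a fitted effect of over 55% in size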
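750 cells/well, RPMI + 5% FBS; 2 h settle, compound pin-transfer, 48 h at 37 degrees C. CellTiter-Glo 10 min RT, luminescence. Normalized to DMSO and media-only wells.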
SW480 rerep: A quantitative high throughput screen for small molecules that induce DNA re-replication in SW480 colon adenocarcinoma cells. SW480 DNA re-replication, Hoechst DNA content imaging, 48 h. Potency, µM (series often up to 46.1 µM), without a hit: top-dose re-replication activation, actives largely listed as activators. 340,000 tested, 1.8% active; also: potency is read from the fitted curve at half-maximal effect; % of control where 0% means no effect; nearly all actives have a fitted effect of over 55% in size
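Image-based read-out: total Hoechst fluorescence of nuclei (405 nm excitation, 500-530 nm emission), with hits raising the fraction of high-intensity nuclei. SW480 colon cells incubated 48 hr with compounds at 37 C.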
HT1080 IDH1KD tx: qHTS for induction of synthetic lethality in tumor cells producing 2HG: qHTS for the HT-1080-IDH1KD cell line; HT-1080 IDH1 knockdown viability, ATP luminescence, 48 h; AID 686971, 2013; Potency, µM (top dose mostly 46.1 µM), inactives show top-dose activity, negative = toxicity, hits mostly cytotoxic; 360,000 tested, 2% active;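 also: potency is read from the fitted curve at half-maximal effect; 0% = DMSO wells and -100% = cell-free medium wells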
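HT-1080-IDH1KD cells (IDH1 knocked down), 750/well in RPMI with 5% FBS, treated with compound 48 h at 37 degrees C. Viability by CellTiter-Glo luminescence, normalised to DMSO and no-cell wells; concentration-response curves classed.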
ATXN2 expr inh: Primary qHTS for Inhibitors of ATXN expression | HEK-293 ATXN2-luciferase reporter, luminescence, 24 h | Potency, µM (series often up to 57 µM), without a hit: top-dose activity change, negative = inhibition, actives largely listed as inhibitors | 360,000 tested, 0.72% active | AID 1745845, 2022; also: potency is read from the fitted curve at half-maximal effect; % is scaled to controls: 0 for no effect and ±100 for the full control effect; nearly all actives have a fitted effect of over 55% in size
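ATXN2-luciferase reporter cells (luciferase flanked by upstream and downstream ATXN2 gene portions) were treated 24 h at 37 °C with compounds at up to 57 uM. SteadyGlo luminescence gave expression; GF-AFC fluorescence gave viability.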
KB-3-1 tox: qHTS assay for MDR1-selective chemotherapeutics: Primary screen using the parental adenocarcinoma cell KB-3-1 | KB-3-1 viability, CellTiter-Glo ATP luminescence, 72 h | AID 1347075, 2019 | Potency, µM (top dose mostly 46.1 µM), without a hit: top-dose activity change, negative = cytotoxic, most hits filed as cytotoxic | 400,000 tested, 1.4% active; also: potency is read from the fitted curve at half-maximal effect; % is scaled to controls: 0 for no effect and ±100 for the full control effect; nearly all actives have a fitted effect of over 60% in size
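Parental KB-3-1 adenocarcinoma cells in phenol-red-free DMEM with 10% FBS were pin-treated with compounds at several concentrations, incubated 72 h at 37 °C, and viability read by CellTiter-Glo luminescence; concentration-effect curves were fitted after normalization.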
IL1B secr inh: qHTS for Inhibitors of Inflammasome Signaling: IL-1-beta AlphaLISA Primary Screen | THP-1 LPS/ATP IL-1B secretion, AlphaLISA, 16 h; hits give low values | activity change, % at 57.5 µM | 360,000 tested, 4.7% active; in the data active = activity change below about -50%; inconclusive = mostly about -30% to -49%; also: % is scaled to controls: 0 for no effect and ±100 for the full control effect
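THP-1 cells pretreated 1 hr with compounds (up to 57.5 uM final), then stimulated with LPS (250 ng/mL final) plus ATP (1.25 mM final); secreted IL-1B measured by AlphaLISA after 16 hr, decreased signal indicating inhibition.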
An asterisk follows results filed as active; ? = inconclusive; . = not tested or not shown; [ ] = another dose, or the depositor's remark. Unless noted, calls follow the shape of the dose curve; as a rule, active = well fitted curve in the direction sought with a large enough effect; inconclusive = small, poorly fitted or top-dose-only effect, or another doubt; inactive = no such curve, though single readings can be large; an effect the other way counts as inactive or inconclusive.

canonical_smiles	MCF10A rereplic	KB-V1 cytotox	WRN inhibitor	HT1080NT lethal	SW480 rerep	HT1080 IDH1KD tx	ATXN2 expr inh	KB-3-1 tox	IL1B secr inh
COc1ccc(C)cc1NC(=O)CN1CCN(C/C=C/c2ccccc2)CC1	?	-16.7%	-6.5%	-1.9%	?	-1.0%	-18.7%	-5.1%	-17.6
C[C@H]1CN([C@@H](C)CO)C(=O)CCCn2nncc2CO[C@H]1CN(C)S(=O)(=O)c1cccc(F)c1	.	0.0%	0.1%	-1.7%	.	1.2%	0.5%	-20.5%	-0.8
O=C(Nc1cnns1)Oc1ccccc1	.	15.8%	-2.8%	4.4%	.	2.2%	.	4.7%	5.3
C=CCNC(=O)c1onc(CSc2cc(C)cc(C)c2)c1C(=O)NCC=C	?	0.0%	-8.2%	-11.7%	8.7%	0.5%	-19.2%	?	-103.8*
CCOC(=O)C1CCN(C(=O)COc2cc(C)c(Br)c(C)c2)CC1	5.0%	22.6%	1.3%	-15.4%	-4.0%[9.22 µM]	-11.5%	-6.5%	1.9%	9.9
CCN1CCN(C(=O)C2(NC(=O)Nc3cccc(F)c3)CCCCC2)CC1	-0.5%	?	-6.5%	1.1%	-10.3%	-2.8%	-0.1%	-5.8%	8.3
O=C1c2cccc3cccc(c23)C(=O)N1Cc1ccccc1	18.3%	0.5%	-0.6%	-11.1%	6.1%	-5.9%	.	-1.0%	2.5
CC(C)c1ccc(NC(=O)CCNS(=O)(=O)c2ccc3[nH]c(=O)oc3c2)cc1	-1.0%	-10.5%	-13.1%	7.6%	28.1%	-2.6%	7.0%	-12.3%	46.0
Cc1nnc(Nc2ccc(F)cc2)c2ccccc12	6.0%	27.9%	-9.5%	15.5%	1.6%	0.7%	4.8%	9.6%	1.2
N#CCc1nc2ccc(S(=O)(=O)N3CCOCC3)cc2s1	13µM*	-2.7%	-19.4%	-7.2%	150.1%	-25.1%	-2.3%	-5.0%	-4.6
Cc1cccc(CSC2=NCCN2S(=O)(=O)c2ccc(F)cc2)c1	10.9%	-29.8%	?	-6.8%	-1.5%	-17.6%	-2.8%	-21.7%	-10.2
Nc1ncnc2c1ncn2C1OC(CO)C2OC21 (configuration not stated)	.	2.9%	-1.4%	?	.	16.0%	1.4%	0.0%	0.0
Cc1ccc(NC(=O)COC(=O)Cc2c(F)cccc2Cl)cc1S(=O)(=O)N1CCOCC1	0.3%	9.3%	-6.9%	5.3%	2.4%	8.8%	-1.1%	6.6%	-4.1
COc1cc(C=O)ccc1OCCOCCOc1ccc(Cl)cc1	2.1%	-9.7%	-9.9%[57.1 µM]	2.7%	1.7%	-9.7%	-0.7%	-11.6%	6.3
COc1cc(CC(=O)OCC(=O)Nc2ccc(S(=O)(=O)N3CCCC3)cc2)cc(OC)c1OC	?	4.1%	-6.0%	-6.7%	-7.2%	-3.1%	-1.3%	6.8%	1.9
O=C(COc1ccccc1)NCC(c1ccco1)N1CCN(c2ccccc2)CC1 (configuration not stated)	17.6%	?	-7.9%	1.4%	?	-0.5%	-11.3%	-16.2%	-9.5
CCCCC(Br)C(=O)Nc1ccc(S(=O)(=O)Nc2cc(C)nc(C)n2)cc1 (configuration not stated)	-11.6%	19.3%	-3.4%	-0.7%	-10.4%	3.1%	-4.1%	23.6%	4.6
COc1ccc(-c2ccc3oc(-c4ccc(OC)cc4)c(C#CCO)c3c2)cc1	?	-0.1%	1.9%	20.6µM*	25.9µM*	16.4µM*	-36.4%	-26.3%	?
COC(=O)c1ccc(C(=O)N(Cc2ccccc2)c2ccccc2)cc1	?	-3.3%	1.8%	-9.3%	18.7%	-8.8%	5.4%	6.0%	11.3
O=C(O)c1c(C(=O)N2N=C3/C(=C/c4ccccc4)CCCC3C2c2ccccc2)cccc1[N+](=O)[O-] (configuration not stated)	-14.5%	4.4%	-1.5%	4.9%	-5.7%	-2.0%	-11.2%	10.6%	28.8
O=C(NCc1ccccc1)C1CCC(=O)N(CCCN2CCCC2=O)C1 (configuration not stated)	6.9%	6.3%	1.9%[57.1 µM]	-0.4%	-5.9%	-1.5%	-8.6%	-0.4%	-21.9
CC(C)CNC(=O)CCCSc1nc2ccccc2[nH]1	1.0%	17.4%	-2.8%	2.4%	-5.3%	-0.6%	12.3%[11.3 µM]	15.0%	20.2
CS(=O)(=O)N(CC(=O)N1CCOCC1)c1ccccc1Br	0.3%	-2.8%	4.5%	2.0%	3.0%	0.3%	.	3.4%	-2.3
Cc1ccc(OCCN2CCC2(C)C(=O)Nc2ccc3c(c2)OCO3)cc1 (configuration not stated)	.	?	0.2%[57.1 µM]	-7.3%	.	-23.2%	11.2%	?	-19.0
C=CCc1cc(Cl)ccc1OCCCn1ccnc1	-4.7%	?	5.5%	7.8%	-3.1%	-0.7%	.	-7.3%	21.2
O=c1[nH]c(N2CCCCC2)nc2ncn(Cc3ccccc3)c12	-0.7%	1.9%	5.0%	12.2%	-7.3%	-1.3%	6.5%	-3.0%	?
COc1ccc(/C=C/C(=O)OCC(=O)c2ccc[nH]2)cc1	3.6%	?	-0.4%	0.8%[9.24 µM]	-9.3%	13.7%	2.2%	-1.3%	42.1
O=C(CCc1c[nH]c2ccccc12)N1CCN(c2ccc(O)cc2)CC1	?	?	3.2%[57.1 µM]	?	?	13µM*	?	-15.0%	30.6
COc1cc(CNCCCN2CCOCC2)cc(Br)c1OCc1ccc(Cl)cc1	13µM*	?	-4.4%	-28.4%	-2.9%	?	21.2µM*	?	0.0
O=C(c1cc(-c2cccc3ccccc23)nc2ccccc12)N1CCN(CCO)CC1	?	-12.1%	-12.1%	-1.0%	-9.9%	-5.0%	.	-6.1%	-20.6
CC1CCN(S(=O)(=O)c2ccc3c(c2)c(=O)c(C(=O)NCc2cccs2)cn3C)CC1	-0.2%	-22.4%	-22.0%[57.1 µM]	-14.0%	-2.3%	0.6%	-7.0%	0.0%	-1.0
COc1ccc(CC(=O)NC(C)C2COc3ccccc3O2)cc1OC (configuration not stated)	12.9%	?	3.7%	-0.9%	-32.2%	-2.1%	.	5.0%	0.3
O=C(CSc1ccccc1C(=O)O)NC12CC3CC(CC(C3)C1)C2	1.3%	23.2%	-1.6%	1.8%	2.3%	6.1%	-4.6%	7.8%	29.5
CCCOC(=O)CSC1=C(C#N)C(c2ccccc2Cl)CC(=O)N1 (configuration not stated)	-1.5%	0.9%	1.4%	1.6%	5.7%	5.4%	-13.3%	-3.1%	37.9
CCOC(=O)Cn1c(N2CCOCC2)nc2c1c(=O)[nH]c(=O)n2C	-0.9%	23.1%	7.2%	10.5%	-3.7%	5.8%	3.0%	-2.0%	12.2
O=C1c2ccccc2C(=O)C1c1nccc2ccccc12	-1.4%	?	-14.0%	-3.9%	-7.7%	-5.6%	?	?	22.4
CN1CCN(c2ccc([N+](=O)[O-])cc2C(=O)c2ccc(Br)cc2)CC1	?	4.11µM*	7.0%	13µM*	3.66µM*	14.6µM*	-28.8%	2.91µM*	-3.0
CCOC(=O)C1CCN(C(=O)Cn2nc(C)n3cccc3c2=O)CC1	-4.1%	7.1%	-5.9%	5.5%	-11.8%	8.4%	.	2.6%	4.1
CC(C)C(CCNC(=O)CN1C(=O)c2ccccc2C1=O)c1ccco1 (configuration not stated)	-180.0%[0.0737 µM]	29.8%	5.8%	-0.4%	-12.6%	0.3%	-3.6%	7.1%	29.5
Cc1ccccc1NC1(C#N)C(=O)Nc2ccccc21 (configuration not stated)	0.9%	16.4%	-11.0%	2.4%	-4.2%	1.8%	2.7%	16.9%	17.5
Cc1[nH]ccc(=O)c1OCc1ccc(Cl)cc1	7.4%	2.0%	-8.8%	8.5%	-0.7%	6.4%	?	-1.6%	14.7
COC(=O)c1ccc(C)c(NC(=O)CCc2ccc(OC)cc2)c1	-0.6%	-18.1%	-4.0%	1.6%	0.6%	-3.3%	-0.3%	-17.0%	-6.7
O=C(Nc1ccc([N+](=O)[O-])cc1)Nc1ccc2c(c1)OCCO2	8.2%	?	8.8%	-9.7%	?	-5.0%	-10.5%	0.0%	-68.0*
COC(=O)c1c(NC(=O)CC2SC(N)=NC2=O)sc(C)c1C (configuration not stated)	14.8%	-15.5%	-2.5%	-0.8%	?	-5.1%	-7.3%	-1.6%	-24.5

Complete entries as entered above. Order of values: MCF10A rereplic, KB-V1 cytotox, WRN inhibitor, HT1080NT lethal, SW480 rerep, HT1080 IDH1KD tx, ATXN2 expr inh, KB-3-1 tox, IL1B secr inh
Entry for Cc1[nH]ccc(=O)c1OCc1ccc(Cl)cc1 = 7.4%, 2.0%, -8.8%, 8.5%, -0.7%, 6.4%, ?, -1.6%, 14.7
Entry for COC(=O)c1c(NC(=O)CC2SC(N)=NC2=O)sc(C)c1C (configuration not stated) = 14.8%, -15.5%, -2.5%, -0.8%, ?, -5.1%, -7.3%, -1.6%, -24.5
